EPAC1 antag: qHTS for Antagonist of cAMP-regulated guanine nucleotide exchange factor 3 (EPAC1): primary screen; Potency, µM (series often up to 115 µM), inactives show at the highest dose activity change, negative = inhibition, hits mostly inhibitors; Rap guanine nucleotide exchange factor 3 (Homo sapiens), O95398; 360,000 tested, 0.14% active; EPAC1 GEF assay, Rap1b-BODIPY-GDP exchange fluorescence;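 further: potency means the concentration at half of the fitted maximal effect; plate controls were vehicle for no effect and positive control for full effect; nearly all actives have a fitted effect of over 50% in size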
GLP1R ag: qHTS of GLP-1 Receptor Agonists | Glucagon-like peptide 1 receptor (Homo sapiens), P43220 | HEK293 GLP-1R CRE-luciferase, luminescence, 4-6 h; cells express a hypersensitive GLP-1R form | Potency, µM (doses to about 45.6 µM), for the others: top-dose activation, actives largely listed as activators | 380,000 tested, 0.007% active | AID 624172, 2012; further: potency means the concentration at half of the fitted maximal effect; % of control where 0% means no effect
GLP1R inv ag: qHTS of GLP-1 Receptor Inverse Agonists (Inhibition Mode) | HEK293 GLP-1R CRE-luciferase, luminescence, 24 h; GLP-1R form is constitutively active | 410,000 tested, 1.6% active | Potency, µM (doses to about 38.3 µM), inactives show at the highest dose activity change, negative = inhibition, most hits filed as inhibitors | Glucagon-like peptide 1 receptor (Homo sapiens), P43220 | AID 624417, 2012; further: potency means the concentration at half of the fitted maximal effect; on the % scale 0 is the no-effect control and ±100 the full control effect; nearly all actives have a fitted effect of over 55% in size
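qHTS in 1536-well format: reporter HEK293 cells expressing constitutive GLP-1R activity in DMEM + 10% Nu serum, 24 hr with compounds at 37 deg C, luminescence read after 12 min with detection reagent.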
PI5P4K alpha inh: qHTS for Inhibitors of phosphatidylinositol 5-phosphate 4-kinase (PI5P4K); Phosphatidylinositol 5-phosphate 4-kinase type-2 alpha (Homo sapiens), P48426; 330,000 tested, 1.2% active; max response, %; AID 652105, 2013; PI5P4Kalpha enzyme, ADP-Glo luminescence, 60 min; active compounds read low; active means max response of -50% or lower; inconclusive means between -30% and -50%; inactive means -30% or higher; further: value at the top dose of about 77 µM; on the % scale 0 is the no-effect control and ±100 the full control effect
Target sequence (P48426 whole entry, looked up): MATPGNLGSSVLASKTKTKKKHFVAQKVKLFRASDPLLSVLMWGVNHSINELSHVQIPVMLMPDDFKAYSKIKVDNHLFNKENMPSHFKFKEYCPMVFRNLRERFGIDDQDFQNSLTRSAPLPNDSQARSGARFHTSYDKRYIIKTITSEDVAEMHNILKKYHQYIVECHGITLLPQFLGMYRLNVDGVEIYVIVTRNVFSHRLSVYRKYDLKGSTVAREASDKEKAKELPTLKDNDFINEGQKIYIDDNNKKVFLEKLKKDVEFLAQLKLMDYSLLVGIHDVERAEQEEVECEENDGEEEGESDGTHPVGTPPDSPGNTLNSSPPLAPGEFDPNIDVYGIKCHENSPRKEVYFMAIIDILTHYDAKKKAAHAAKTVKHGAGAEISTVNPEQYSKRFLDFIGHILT
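Compounds were pin-transferred onto PI5P4Kalpha and substrate in HEPES pH 7.4 buffer with EGTA, CHAPS and 5% DMSO. ATP (5 microM final) started the reaction, which ran 60 minutes at room temperature before ADP-Glo detection.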
HEK293 tox: qHTS of GLP-1 Receptor Inverse Agonists: Cytotox Screen. HEK293 cAMP-luciferase reporter cells, luminescence, 24 h. Potency, µM (highest dose often 38.3 µM), for inactives: at the highest dose activity change, negative = inhibition, actives largely listed as inhibitors. 410,000 tested, 0.13% active;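 further: loss of luciferase light is scored as toxicity; potency means the concentration at half of the fitted maximal effect; on the % scale 0 is the no-effect control and ±100 the full control effect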
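Seeding density was 200 cells/uL; after overnight-length (12 h) culture, 23 nL compounds went on for 24 h at 37 °C. Readout used a luciferase detection reagent, luminescence taken after 12 min at room temperature.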
EPAC1 agonist: qHTS for Agonist of cAMP-regulated guanine nucleotide exchange factor 3 (EPAC1): primary screen; Rap guanine nucleotide exchange factor 3 (Homo sapiens), O95398; EPAC1 agonist qHTS, biochemical assay; response scale: 100% = response to 6.5 mM cAMP; Potency, µM (series often up to 154 µM), for the others: at the highest dose activation, usual class: activators; 360,000 tested, 0.073% active; AID 720707, 2013; further: potency means the concentration at half of the fitted maximal effect; nearly all actives have a fitted effect of over 60% in size
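Compounds were pinned as a concentration titration into mixtures of EPAC1 (100 nM), BODIPY-GDP-loaded Rap1B (250 nM) and GDP (50 uM). After 5 min at room temperature, fluorescence was followed for 30 min; activity was scaled to 6.5 mM cAMP.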
PTHR1 agonist: qHTS for PTHR1 Agonists: Primary Screen; Parathyroid hormone/parathyroid hormone-related peptide receptor (Homo sapiens), Q03431; HEK293 GP2 PTHR1 cells, GloSensor cAMP luminescence, 1 h; Potency, µM (titrated, usually from 115 µM), inactives show at the top dose activation, usual class: activators; 410,000 tested, 0.075% active; further: potency means the concentration at half of the fitted maximal effect; nearly all actives have a fitted effect of over 55% in size; some results filed as inactive show a strong effect at the top dose; inactives centre near -15; many of its hits are not listed in these tables
Target sequence (Q03431 whole entry, looked up): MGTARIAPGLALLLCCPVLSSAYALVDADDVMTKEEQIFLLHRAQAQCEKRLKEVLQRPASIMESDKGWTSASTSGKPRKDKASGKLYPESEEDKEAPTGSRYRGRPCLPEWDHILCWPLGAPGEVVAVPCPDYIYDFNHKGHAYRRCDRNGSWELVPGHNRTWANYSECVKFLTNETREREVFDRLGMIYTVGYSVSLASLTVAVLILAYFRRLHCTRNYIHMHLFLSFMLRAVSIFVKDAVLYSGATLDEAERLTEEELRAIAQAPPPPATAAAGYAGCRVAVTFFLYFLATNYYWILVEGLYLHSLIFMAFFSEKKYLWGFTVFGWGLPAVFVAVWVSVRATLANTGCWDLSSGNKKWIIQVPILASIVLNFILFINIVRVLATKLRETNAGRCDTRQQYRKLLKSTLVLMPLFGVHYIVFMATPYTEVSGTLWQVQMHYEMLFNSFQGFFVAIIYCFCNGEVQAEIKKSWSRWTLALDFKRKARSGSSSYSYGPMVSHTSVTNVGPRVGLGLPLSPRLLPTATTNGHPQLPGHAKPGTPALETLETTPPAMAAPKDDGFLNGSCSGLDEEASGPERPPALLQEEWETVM
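HEK-293-derived GP2 cells expressing PTHR1 and a GloSensor cAMP reporter, 3,000/well, plated overnight, given luciferin plus IBMX (each 0.5 mM as added) for 1 h at 37 °C, then compound for 1 h at 37 °C. Luminescence was read after 15 min at room temperature.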
PLK1 PBD inh: qHTS for Inhibitors of PLK1-PDB (polo-like kinase 1 - polo-box domain): Primary Screen. Potency, µM, for inactives: max response, negative = inhibition, usual class: inhibitors. 360,000 tested, 2.8% active. Plk1 PBD binding of FITC phosphopeptide, fluorescence polarization; further: potency means the concentration at half of the fitted maximal effect; series mostly up to about 57 µM; on the % scale 0 is the no-effect control and ±100 the full control effect; nearly all actives have a fitted effect of over 65% in size
IL2 activator: qHTS of IL-2 Activators; IL-2 activation reporter assay, cell-based qHTS; stimulated with anti-CD3/CD4/CD28 beads; in transgenic mouse T cells; AID 652025, 2013; 360,000 tested, 0.065% active; activation, % (series mostly up to about 46 µM); in the data active means activation above about 50%; inconclusive means mostly about 30% to 49%; further: 0% is about no effect
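First, unstimulated transgenic mouse T cells were exposed to compound for 60 min. Next, anti-CD3/anti-CD4-coated beads with anti-CD28 were added. Finally, after 18 h at 37 degrees C, EGFP and DsRed were imaged.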
Starred values were filed as active, the others as inactive; i = inactive; ? = inconclusive; nt = no result given; [ ] = remark or other dose. Unless noted, the call rests on the fitted dose curve; in most records, active means well fitted curve in the direction sought with a large enough effect; inconclusive means small, poorly fitted or top-dose-only effect, or another doubt; inactive means no such curve, though single readings can be large; an effect the other way counts as inactive or inconclusive.

SMILES	EPAC1 antag	GLP1R ag	GLP1R inv ag	PI5P4K alpha inh	HEK293 tox	EPAC1 agonist	PTHR1 agonist	PLK1 PBD inh	IL2 activator
CC1CCN(CC(O)COc2cccc(F)c2)CC1 (stereo not given)	12.1%	7.7%	-8.1%	-0.5	-4.7%	-6.6%	-15.2%	-26.7%	0.6
Cc1cccc(N2CC(C(=O)Nc3nnc(SCC(=O)Nc4cc(C)on4)s3)CC2=O)c1 (stereo not given)	-19.0%	-0.8%	8.6%	-29.0	18.1%	-5.2%	-38.3%[inhibitor]	-11.8%	-3.3
COCCCNC(=O)CC(NS(=O)(=O)c1ccc(F)cc1)c1ccc(OC)cc1 (stereo not given)	-0.3%	-0.1%	-9.6%	nt	10.9%	-3.3%	i	-1.3%	-0.3
Cc1cc(C)cc(-n2ncc3c2CCCC3NC(=O)c2csnn2)c1 (stereo not given)	-11.7%	8.1%	0.0%	0.6	-0.2%	5.2%	i	-7.6%	-0.9
S=c1[nH]nc(COc2ccccc2)n1C1CCCCC1	-14.6%	-15.0%	?	0.2	-17.9%	-9.0%	-19.2%	-13.0%	-4.8
Cc1cc(C(=O)Nc2ccc3c(c2)OCCO3)co1	17.8%	-3.8%	25.7%	nt	13.1%	1.8%	-18.1%	-4.6%	0.5
CSc1ccccc1NC(=O)CN(C)CC(=O)Nc1ccccc1N1CCOCC1	8.1%	3.2%	-26.1%	6.2	-24.4%	9.3%	i	-3.0%	0.6
COc1ccc(CCNc2nc(C)c(C(C)=O)s2)cc1OC	16.3%	7.1%	19.5%	-29.8	9.5%	1.2%	i	4.74µM*	-0.5
O=C(OCc1ccc(Br)cc1)c1cccc(-c2nnc(-c3ccccc3)o2)c1	-15.9%	0.2%	23.5%	11.7	7.9%	8.1%	-8.6%	-13.6%	0.4
CCn1c(C2CCN(Cc3ccccc3)CC2)n[nH]c1=S	-9.8%	4.9%	-8.6%	-25.1	-1.7%	-0.8%	9.9%	-19.8%	-5.0
COc1ccc(-c2ccc3sc4ccccc4c(=O)c3c2)cn1	-4.0%	-1.8%	9.7%	-4.7	0.5%	-22.5%	i	2.0%	0.2
Cc1nc(NCCCO)c(C#N)c2c1COC(C)(C)C2	-2.6%	3.2%	-5.0%	2.2	-11.1%	-5.8%	-21.1%[57.5 µM]	-1.1%	-3.2
Cc1cc2nc(C(C)(C)C)c(CC3CCCCC3)n2c(C)c1Br	-25.9%	-7.1%	10.5%	2.0	-10.1%	-2.0%	-8.2%	3.1%	-0.6
COc1ccc(CN(C)C(=O)Cc2ccc(OC)c(S(=O)(=O)N3CCOCC3)c2)cc1OC	11.0%	0.3%	65.0%[activator]	0.3	-0.5%	-7.9%	-7.2%	3.8%	0.2
Cc1cc(=O)oc2cc(OCC(=O)N3CC(C)OC(C)C3)ccc12 (stereo not given)	9.9%	2.4%	26.2%	1.2	-11.6%	11.0%	i	-6.5%	0.2
CCOCCCn1c(=S)[nH]c2cc(C(=O)NCC(OC)OC)ccc2c1=O	-15.5%	0.4%	1.7%	6.5	1.9%	-13.7%	i	-14.1%	2.4
C[C@H]1COC(=O)[C@@H](CC(=O)OC(C)(C)C)C/C=C\C[C@@H](CC(=O)N(CCO)Cc2ccccc2)C(=O)N1	10.8%	1.7%	3.0%	7.4	-2.5%	1.6%	-20.9%	4.0%	-0.4
Cc1ccc(C(=O)NC(=S)N2CCN(c3cc(C)ccc3C)CC2)cc1	-10.0%	-12.0%	?	1.9	?	7.0%	-22.1%	-2.6%	-4.7
CC(=O)c1ccc(OCCCN2CCCCC2)cc1	5.2%	-2.8%	4.1%	0.0	-0.6%	4.4%	-1.2%[57.5 µM]	-2.7%	-0.9
Cc1ccc(NC(=O)/C(C#N)=C/c2cccs2)c(C)c1	2.5%	-5.5%	1.9%	-3.0	1.0%	0.0%	i	-1.1%	-0.4
O=C(NC1CC1)c1cccc(NC(=O)C2CCC2)c1	10.8%	-2.7%	12.6%	-15.2	-6.0%	-3.1%	-5.2%	-8.7%	0.5
Cc1cc(C)c(OCCCCN2CCNCC2)c(C)c1	-9.7%	-2.5%	?	0.0	-2.7%	-6.5%	0.7%	-1.9%	-0.1
COc1ccc(/C=N/NC(=O)CC(=O)NCc2cccnc2)cc1	0.1%	-3.4%	5.6%	-0.6	12.6%	-4.7%	-8.5%[57.5 µM]	1.6%	-0.2
CC1(C)N=C(N)N=C(N)N1c1cccc(CC(=O)Nc2ccccc2)c1	6.2%	1.5%	4.9%	1.0	3.9%	19.0%	i	-9.4%	-0.1
CC1C(=O)Nc2ccc(S(=O)(=O)N3CCN(c4cccc(Cl)c4)CC3)cc2NC1=O (stereo not given)	-6.4%	-4.6%	?	3.0	-40.6%	2.5%	i	-2.2%	-3.4
Following part.
SMILES	EPAC1 antag	GLP1R ag	GLP1R inv ag	PI5P4K alpha inh	HEK293 tox	EPAC1 agonist	PTHR1 agonist	PLK1 PBD inh	IL2 activator
COCCCNC(=O)C[C@H]1C[C@H](C(=O)N2CCCCC2)[C@@]2(C)c3[nH]c4ccc(Cl)cc4c3CCN2C1=O	-10.0%	1.1%	8.6%	-0.1	1.0%	-15.5%	-10.7%	-5.4%	-0.8
O=C(/C=C/c1ccc(Br)cc1)N1CCN(c2cccc(C(F)(F)F)c2)CC1	-24.3%	-2.2%	10µM*	-6.6	-11.8%	-16.3%	-83.9%[inhibitor]	-0.6%	0.4
O=C(NCc1ccccc1)c1cccc(NC(=O)C2CC2)c1	7.6%	1.0%	3.9%	-2.3	0.5%	-3.7%	i	1.7%	1.7
O=C(O)C1Nc2c(C(=O)N3CCOCC3)cccc2C2C=CCC12 (stereo not given)	-23.5%	-4.1%	0.0%	-61.7*	-2.5%	-3.5%	-4.3%	11.9µM*	-2.7
CN1CCN(C(=S)Nc2ccc(Oc3ccccc3)cc2)CC1	14.9%	11.2%	?	4.0	-13.4%	-3.0%	-13.5%	-4.9%	-0.6
CSc1ccc(-c2nnn(Cc3ccc(Br)cc3)n2)cc1	9.5%	4.5%	?	0.3	3.6%	-5.5%	-0.9%	-13.7%	0.2
COc1ccc(CC(=O)NCC2(c3ccc(OC)c(OC)c3)CCCC2)cc1	7.5%	13.5%	1.5%	7.6	-0.7%	-3.1%	-28.7%	-5.1%	0.8
COc1ccccc1OCC(=O)NNC(=O)Nc1ccccc1	7.9%	6.9%	-1.1%	5.5	?	-6.1%	-13.8%	-10.8%	-0.9
N#Cc1c(C(F)(F)F)cc(-c2ccc(F)cc2)[nH]c1=O	-23.7%	-0.3%	-2.1%	-3.0	9.1%	-1.5%	-23.2%	-8.0%	1.0
COc1ccc(-c2csc(NC(=O)CS(=O)(=O)c3ccc(F)cc3)n2)cc1OC	-11.8%	-5.5%	?	2.6	-1.5%	7.9%	-14.9%	?	2.5
Cc1ccc2nsnc2c1S(=O)(=O)N(Cc1ccco1)Cc1cc2cccc(C)c2[nH]c1=O	9.4%	-10.8%	6.3%	nt	-2.0%	-1.7%	-13.3%[57.5 µM]	-1.3%	1.2
CCCCN(C(=O)CCC(=O)Nc1cc(C)on1)C(C(=O)NC1CCCC1)c1ccccc1C (stereo not given)	-1.2%	-0.5%	?	-1.4	0.0%	1.9%	i	?	-2.4
CC(=O)N1c2ccc(S(=O)(=O)NCCC(=O)N3CCCC(C)C3)cc2CC1C (stereo not given)	5.0%	5.3%	3.2%	?	-1.7%	17.5%	i	23.8µM*	-2.5
CCOc1ccc(-c2nc(CSc3nnc(C)s3)cs2)cc1OC	0.1%	?	73.4%[activator]	-6.4	-6.4%	6.7%	-16.9%	0.3%	-0.2
O=C(CN(Cc1ccccc1)C(=O)CCl)c1cccc(Br)c1	-9.8%	-3.1%	?	-2.4	-30.8%	-7.4%	i	-20.1%	-5.2
O=C(NCc1ccccc1C(F)(F)F)C1CC(c2ccc(C(F)(F)F)cc2)=NO1 (stereo not given)	-25.2%	-3.3%	?	19.4	-11.7%	-13.4%	-31.4%[inhibitor]	-5.0%	-2.2
Cc1ccc(C(O)c2ncc(-c3cccc4ccccc34)[nH]2)c(C)c1 (stereo not given)	-16.2%	-0.5%	?	3.0	0.7%	-3.5%	-24.7%	2.0%	0.6
COc1ccc(OCCCC(=O)Nc2ccc(N3CCOCC3)cc2)cc1	-26.2%	3.7%	12.1%	4.3	4.5%	8.8%	-27.4%	-18.6%	-4.1
O=S(=O)(NCCOCC(F)(F)C(F)F)c1ccc2oc3ccccc3c2c1	-6.7%	-1.6%	?	2.6	-15.1%	9.6%	-48.1%	0.6%	-1.9
C[C@@H]1CN([C@@H](C)CO)C(=O)CCCn2cc(nn2)CO[C@H]1CN(C)S(=O)(=O)c1cccc(C#N)c1	4.3%	-0.2%	6.5%	4.7	-0.3%	-0.7%	-13.4%	-18.0%	-1.9
CCOC(=O)CCC(=O)N(CCN(C(=O)CCC(=O)OCC)c1ccccc1)c1ccccc1	9.3%	-3.7%	?	5.3	?	5.5%	i	-2.0%	-0.7
CC(C)(C)c1ccc(C(=O)CC(=O)c2cc(Cl)ccc2O)cc1	0.2%	-6.9%	0.0%	0.7	60.5%[activator]	-11.3%	-31.7%[inhibitor][57.5 µM]	-5.9%	-1.5

Screens: PubChem BioAssay, National Center for Advancing Translational Sciences (NCATS)

Not all compounds are listed; rates above refer to the full screens.
